# D1 antag: antagonists of human D1 dopamine receptor. HEK293 TREx D1 cells, calcium flux, dopamine EC80; stronger effect = lower value. activity change, negative = inhibition, % at 10 µM. 360,000 compounds, 3.2% hits; in the data active = activity change below about -30%; also: % is scaled to controls: 0 for no effect and ±100 for the full control effect
#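 Antagonism measured as reduced calcium response to an EC80 dopamine addition following 180 s compound pre-read; cells were inducible HEK293 Trex D1 plated overnight at 30 C, read kinetically at 1 cycle/sec.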
# TRHR enhancer: allosteric enhancers of human TRH receptor | P34981 | TRHR cells, fluo-8 calcium fluorescence, EC20 TRH enhancement | enhancement, % at 2 µM | 360,000 compounds, 0.66% hits | AID 493056; in the data active = enhancement above about 30%; also: 0% is about no effect
#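 Enhancer read-out: after compound pinning and an initial kinetic agonist-mode read, an EC20 of TRH (10 nM final) was injected and fluo-8 calcium signal (Ex 480/Em 530) followed at 1 s/cycle for 100 cycles in TRHR-expressing cells.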
# D1 potentiator: human D1 dopamine receptor positive modulation. P21728. HEK293 TREx D1 cells, calcium flux, dopamine EC20 potentiation. potentiation, % at 10 µM. 360,000 compounds, 0.036% hits; in the data active = potentiation above about 30%; also: 0% is about no effect
# D1 ag: agonists of human D1 dopamine receptor; HEK293 T-REx D1 cells, calcium flux, agonist mode; activation, % at 2 µM; 360,000 compounds, 1% hits; in the data active = activation above about 30%; also: 0% is about no effect
#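 Agonism was scored from calcium flux recorded over 180 s (1 read/s) after pintool compound addition, following a 10-cycle baseline. Cells were inducible force-coupled HEK293 TREx D1, plated overnight at 30 C and loaded with no-wash calcium dye.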
# RXFP1 antagonist: antagonists of human relaxin receptor RXFP1; AID 1259400; activity change, negative = inhibition, % at 57.5 µM; Q9HBX9; 350,000 compounds, 0.59% hits; HEK293-RXFP1, relaxin-stimulated cAMP HTRF, 30 min; stronger effect = lower value;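 active = activity change of -60% or lower, but not beyond a set lower limit; inconclusive = change between -60% and -40%, or beyond the set limit; inactive = change above -40%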; also: % is scaled to controls: 0 for no effect and ±100 for the full control effect
# Target sequence (Q9HBX9 whole entry, looked up): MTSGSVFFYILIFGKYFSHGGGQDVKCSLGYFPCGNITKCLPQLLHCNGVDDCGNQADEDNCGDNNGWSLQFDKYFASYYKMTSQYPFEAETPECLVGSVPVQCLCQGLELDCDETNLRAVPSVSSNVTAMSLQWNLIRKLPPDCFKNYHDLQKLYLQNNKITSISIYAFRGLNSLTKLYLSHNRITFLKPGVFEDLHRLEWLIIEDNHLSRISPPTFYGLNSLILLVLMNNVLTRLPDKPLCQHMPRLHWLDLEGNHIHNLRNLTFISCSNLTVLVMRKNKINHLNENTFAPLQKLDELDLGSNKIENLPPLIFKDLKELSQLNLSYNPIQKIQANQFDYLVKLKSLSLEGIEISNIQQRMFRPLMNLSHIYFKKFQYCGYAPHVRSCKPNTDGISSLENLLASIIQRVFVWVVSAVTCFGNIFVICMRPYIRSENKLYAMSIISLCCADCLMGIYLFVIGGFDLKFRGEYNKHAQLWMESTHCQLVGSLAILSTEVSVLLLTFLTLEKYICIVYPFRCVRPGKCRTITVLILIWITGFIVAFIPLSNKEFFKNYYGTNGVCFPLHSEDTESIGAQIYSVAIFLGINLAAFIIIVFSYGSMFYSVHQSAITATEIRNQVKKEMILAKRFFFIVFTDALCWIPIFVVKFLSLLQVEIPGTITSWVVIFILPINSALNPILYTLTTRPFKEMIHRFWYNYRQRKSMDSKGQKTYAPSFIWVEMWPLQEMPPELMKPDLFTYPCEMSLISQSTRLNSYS
# D2 PAM: positively modulates the human D2 dopamine receptor allosterically; P14416; HEK293 T-REx D2, calcium flux, EC20 dopamine potentiation; potentiation, % at 10 µM; 340,000 compounds, 0.34% hits; AID 485347;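 active = potentiation over 3 SD above the plate norm, cut at about 30% in these data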; also: 0% is about no effect
#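 Using a no-wash calcium dye in inducible, force-coupled HEK293 Trex cells expressing D2, we tracked fluorescence each second for 180 s after compound, then for 180 s after EC20 dopamine to detect augmented signalling.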
# RXFP1 ag: RXFP1 (human) receptor agonism. Potency, µM (highest dose often 57.5 µM), for the others: top-dose activation, actives largely listed as activators. AID 2676. Q9HBX9. 370,000 compounds, 0.3% hits. HEK293T-RXFP1 cAMP TR-FRET, 30 min; response scale: percent of porcine relaxin response, buffer zero; active = well fitted activation curve with a large enough effect; inconclusive = small, poorly fitted or top-dose-only effect; also: potency is read from the fitted curve at half-maximal effect; % is scaled to controls: 0 for no effect and ±100 for the full control effect; nearly all actives have a fitted effect of over 60% in size; many of its hits are not listed in these tables
#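 cAMP rise read by TR-FRET after 30 min, 37C compound exposure (up to 58 uM) in RXFP1-transfected HEK293 cells with Ro 20174 present. EC50 from Hill-equation fits, with 29 nM porcine relaxin as 100% and buffer as basal.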
# D2 antag: D2 dopamine receptor (human) antagonism | P14416 | 340,000 compounds, 2% hits | inhibition, % at 10 µM | AID 485344 | HEK293 TREx D2 cells, calcium flux, dopamine EC80; in the data active = inhibition above about 30%; also: 0% is about no effect
#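 Overnight-induced (tetracycline, 30 C) HEK293 T-REx cells carrying force-coupled D2 receive a no-wash calcium dye, then compound, then EC80 dopamine at 180 s; signals are read kinetically throughout.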
# D2 agonist: agonists of human D2 dopamine receptor; P14416; HEK293 T-REx D2 cells, calcium flux agonist mode; activation, % at 2 µM; 340,000 compounds, 0.53% hits; AID 485358;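 active = activation over 3 SD above normal in the single-dose calcium agonist read, cut at about 30% in these data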; also: 0% is about no effect
#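 In this primary screen, compounds producing a positive calcium signal within 180 s of addition to tetracycline-induced, force-coupled HEK293 Trex D2 cells are flagged; cells are dye-loaded with a no-wash calcium kit beforehand.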
# The depositor's hits bear a star; ? = inconclusive; . = no result given; & = joins results of further samples. Only part of the results is shown; count on the stated rates, not on these rows.
SMILES,D1 antag,TRHR enhancer,D1 potentiator,D1 ag,RXFP1 antagonist,D2 PAM,RXFP1 ag,D2 antag,D2 agonist
O=C1CCCc2c1cc(C(=O)Nc1ccc(Cl)cn1)c(=O)n2-c1ccccc1,0,-4,8,-1,-3,10,4.6%,0,0.4
O=[N+]([O-])c1ccccc1O[C@@H]1O[C@H](CO)[C@H](O)[C@H](O)[C@H]1O,-8,-2,0,2,-8,1,0.9%,-1,0.2
COc1cc(OC)cc(C(=O)NNC(=O)CN2C(=O)NC(C)(c3ccccc3)C2=O)c1 (configuration not stated),0,-2,0,1,-1,4,-2.7%,-5,-0.5
O=C(Nc1ccc(O)c2c(=O)cc(-c3ccccc3Cl)oc12)c1ccc(F)cc1,-13,-1,-11,2,.,-4,0.0%,15,0.8
COc1ccc(OC)c(C2C(C(=O)c3cccs3)=C(O)C(=O)N2CCN2CCOCC2)c1 (configuration not stated),4,0,1,1,1,-13,-2.5%,-5,1.0
COc1ccccc1C(=O)N(Cc1ccccc1)c1ccc(C)cc1,-6,11,-1,2,-4,9,-0.1%,12,0.6
O=C(NCc1ccccc1)Nc1cccn(Cc2cccc(F)c2)c1=O,9,2,4,1,1,6,2.3%,-12,-0.8
CCn1cc2nc(SCc3cc(C)ccc3C)n(Cc3ccc(Cl)cc3)c(=O)c2n1,2,-7,1,5,.,3,14%,.,0.4
CC1=C(C(=O)Nc2cccnc2)C(c2ccc(F)cc2)n2nc(SCc3ccccc3)nc2N1 (configuration not stated),-7,3,3,3,.,4,-0.2%,.,-2.0
c1ccc(-c2csc(Nc3nc(N4CCOCC4)nc(N4CCOCC4)n3)n2)cc1,1,-8,0,1,-10,9,0.1%,-21,-0.5
C=CCNc1sc(C(=O)c2ccccc2)c(N)c1C#N,-3,-6,-4,-1,-3,2,1.5%,11,-0.5
COc1cccc(CN2CCc3nc(N4CCN(c5ncccn5)CC4)ncc3C2)c1,-9,-2,0,2,?,-25,3.4%,.,.
c1ccc2c(NCC3CCCO3)nc(N3CCCCC3)nc2c1 (configuration not stated),-24,-8,3,2,-9,3,4.6%,-12,0.6
CCCCn1c(N)c(N(CCOC)C(=O)COc2c(C)cccc2C)c(=O)[nH]c1=O,-8,4,-6,4,8,8,-0.9%,3,0.3
CC(C)c1ccc2[nH]c3c(c2c1)CCCC3=O,-10,3,0,-1,?,5,-0.6%,-3,-1.0
COC(=O)[C@@]12CCCCN1[C@H](c1ccc(-c3ccc(F)cc3)c(OC)c1)[C@@H]1C(=O)N(C)C(=O)[C@@H]12,0,-5,-7,6,.,-7,0.7%,9,-0.5
COc1ccc(OC)c(NC(=O)Cn2nc(C)c3ccccc3c2=O)c1,-8,-1,1,4,1,6,3.5%,-3,1.6
O=S(=O)(c1ccccc1)c1cnn2c(C(F)(F)F)cc(-c3ccccc3)nc12,-8,-2,-2,0,-2,17,-2.5%,8,0.7
COc1ccc(-n2nc(C(=O)N3CCCC(C)C3)c3c4ccccc4n(C)c3c2=O)cc1 (configuration not stated),9,-4,2,-1,2,2,0.5%,.,0.4
CN(C)CCNC(=O)Cc1c(C(=O)O)n(C)c2ccccc12,-3,10,-2,2,.,-3,1.9%,.,.
CC12CCC(=O)N1C(C(=O)NCc1ccc(Cl)cc1Cl)CS2 (configuration not stated),-15,-12,-2,2,-4,20,-1.5%,-2,-0.1
COc1ccc([N+](=O)[O-])cc1NC(=O)CC1SC(=Nc2cccc(C)c2C)N(/N=C/c2cccc(OC)c2OC)C1=O (configuration not stated),0,-3,-6,4,-31&-1,-6,4.0%,-1,1.0
CNC(=O)c1cc(OCC(F)(F)F)ccc1OCC(F)(F)F,.,1,-2,-1,-4,5,1.5%,-20,-0.3
CCN(CC)CCn1c2ccccc2c2n[nH]c(=S)nc21,-5,-8,-2,2,2,-5,3.1%,2,1.2
Clc1ccc(Cn2cc(/C=N/n3cnnc3)c3ccccc32)c(Cl)c1,1,-2,-1,5,-8,.,-0.9%,.,.
Cc1cc(=O)n(Cc2cccc(Cl)c2)c2c1c(C)nn2C,2,2,5,5,-6,3,1.8%,.,-0.9
CC(=O)c1oc2ccccc2c1NC(=O)CN1CCCCC1,0,-2,-1,-1,-20,4,0.2%,-5,-0.2
Cc1ccc(S(=O)(=O)Cn2nnnc2CN2CCN(C(=O)c3ccco3)CC2)cc1,6,-14,4,2,7,-14,-0.1%,2,0.0
Cn1c(=O)c2c(-c3ccccc3Cl)n(-c3cc(Cl)ccc3O)cc2n(C)c1=O,5,1,0,43*,?,4,19%,.,-1.3
COc1cc(C(=O)CCN2CCC(c3ccccc3)C2)cc(OC)c1OC (configuration not stated),-17,2,-11,-1,.,-26,2.1%,24,46*
CN(C)S(=O)(=O)Nc1ccc(-c2cn3ccsc3n2)cc1,7,4,-2,1,.,-11,22%,.,0.7
Cc1cc(S(=O)(=O)NCC(c2ccc(F)cc2)N2CCN(C)CC2)ccc1F (configuration not stated),2,-12,0,7,-13,-26,-0.2%,4,1.7
O=C(O)CSc1nccc2ccccc12,2,-6,0,1,-4,10,26%,-3,-0.1
Cc1ccc(NC(=O)C(C)OC(=O)CCC2CCCCC2)cc1 (configuration not stated),-20,-14,-1,6,?,1,2.1%,6,-1.0
CCC(C)NC(=O)c1ccccc1NC(=O)CN(c1ccc(OC)cc1)S(C)(=O)=O (configuration not stated),-7,12,-5,0,13,-5,1.2%,-17,0.2
CC(C)Cc1nc(N2CCN(C(=O)C(C)C)CC2)c(C#N)c2c1CCC2,11,0,-5,1,?,6,5.4%,-3,-0.1
COc1ccc2[nH]c3c(=O)n(CCCCC(=O)N4CCC(C(N)=O)CC4)c(=S)[nH]c3c2c1,-36*,-1,0,2,-95*,3,1.9%,6,-0.5
CCCCNC(=O)c1cc(S(=O)(=O)N2CCCCC2)oc1C,0,-2,10,5,-1,-6,0.7%,25,-0.5
O=C(NNC(=S)NC(=O)c1ccccc1)c1ccc(O)cc1,0,-1,-2,1,4,-4,3.4%,-30,1.1
CN(C)CCNC(=O)c1csc(Nc2cccc3ccccc23)n1,12,-8,-6,6,-38,1,-5.8%,-13,3.1
O=C(c1[nH]ncc1[N+](=O)[O-])N1CCOCC1,-1,2,1,4,10,4,-1.4%,6,0.2
NS(=O)(=O)c1ccc(CCNC(=O)c2ccccc2-c2ccccc2)cc1,7,14,-2,3,-5,-8,-0.1%,9,-0.8
CSc1nsc(SC)c1NC(=O)OC1CCCCC1,-8,0,-12,2,-19,0,1.3%,-7,0.9
COc1ccccc1CNC(=O)CN1C(=O)CCc2cc(S(=O)(=O)N3CCCCC3)ccc21,-56*,-7,1,-1,.,9,-1.2%,.,0.5
CCn1c(SCc2cccnc2)nc2c1c(=O)n(C)c(=O)n2C,6,-1,0,0,15,-4,17%,-6,-0.2

# As entered above.
# D2 agonist with CN(C)S(=O)(=O)Nc1ccc(-c2cn3ccsc3n2)cc1 stands at 0.7
# D1 potentiator with NS(=O)(=O)c1ccc(CCNC(=O)c2ccccc2-c2ccccc2)cc1 stands at -2

# Among those listed so far, these contain an NH in an aromatic ring.
SMILES,D1 antag,TRHR enhancer,D1 potentiator,D1 ag,RXFP1 antagonist,D2 PAM,RXFP1 ag,D2 antag,D2 agonist
CCCCn1c(N)c(N(CCOC)C(=O)COc2c(C)cccc2C)c(=O)[nH]c1=O,-8,4,-6,4,8,8,-0.9%,3,0.3
CC(C)c1ccc2[nH]c3c(c2c1)CCCC3=O,-10,3,0,-1,?,5,-0.6%,-3,-1.0
CCN(CC)CCn1c2ccccc2c2n[nH]c(=S)nc21,-5,-8,-2,2,2,-5,3.1%,2,1.2
COc1ccc2[nH]c3c(=O)n(CCCCC(=O)N4CCC(C(N)=O)CC4)c(=S)[nH]c3c2c1,-36*,-1,0,2,-95*,3,1.9%,6,-0.5
O=C(c1[nH]ncc1[N+](=O)[O-])N1CCOCC1,-1,2,1,4,10,4,-1.4%,6,0.2

# Additional results.
SMILES,D1 antag,TRHR enhancer,D1 potentiator,D1 ag,RXFP1 antagonist,D2 PAM,RXFP1 ag,D2 antag,D2 agonist
COC(=O)c1cccc(S(=O)(=O)N(Cc2ccco2)Cc2cc3cc(OC)c(OC)cc3[nH]c2=O)c1,-19,-1,-2,0,13,-1,4.0%,0,1.3
C=C(C)CSc1nc2sc3c(c2c(=O)n1-c1ccccc1)CC(C(C)C)OC3 (configuration not stated),0,1,0,0,-3,5,-2.0%,.,0.6
Cc1ccc2c(c1)-c1c(cnn1CC(=O)N1CCN(c3cc(Cl)ccc3C)CC1)CO2,26,4,5,0,.,6,-3.1%,.,-0.4
Cc1cc2c3ccccc3ncn2n1,-39*,6,7,3,-1,5,1.1%,-15,1.7
O=C(OCCCOC(=O)c1ccc(Br)o1)c1ccc(Br)o1,-9,-2,4,5,-9,4,-0.2%,2,0.0
S=C1NC2=C(C(c3ccc(Br)cc3)N1)N1CCC2CC1 (configuration not stated),7,-6,1,4,-4,8,1.8%,-2,-0.2
CCOc1ccccc1NC(=O)c1nnn(CC(=O)Nc2cc(C)cc(C)c2)c1N,-10,-2,-5,0,-4,8,3.0%,-11,0.5
Cc1ccc(-n2c(SCC(=O)Nc3cc(S(=O)(=O)N4CCOCC4)ccc3Cl)nc3ccccc3c2=O)cc1,7,-12,0,0,6,-2,0.4%,-16,1.6
CCCCNC(=O)CCCCC(=O)N/N=C/c1cccc(Cl)c1,-29,31*,-3,1,-6,5,-1.7%,-5,-1.4
O=C(N/N=C/C(Br)=C\c1ccccc1)c1cccs1,-25,-1,-2,-1,-27,-10,-3.1%,-17,0.5
Cc1cccc(NC(=O)c2c([N+](=O)[O-])cnn2C)c1,3,-9,-1,0,3,9,0.4%,3,-1.2
CCCOc1ccc(N2C(=O)CC(SC(=NCC)Nc3cccc(F)c3)C2=O)cc1 (configuration not stated),4,-1,-5,-2,-5,25,3.4%,6,0.2
COc1ccc(NC(=O)c2ccc(C)cc2)c(OC)c1,5,-3,5,1,-12,-2,2.8%,-1,0.7
CS(=O)(=O)Nc1ccc(S(=O)(=O)NC2CCCCC2)cc1,15,-3,1,1,2,-13,-1.5%,2,0.6
CN(C)S(=O)(=O)c1ccc(NC(=O)C2COc3ccccc3O2)cc1 (configuration not stated),1,3,-4,4,-2,3,-0.1%,2,-0.9
CCC1CCCCN1CCCNC(=O)c1cn(C)c2ccc(S(=O)(=O)N(C)C3CCCCC3)cc2c1=O (configuration not stated),-8&-1,2&5,2&6,2&-1,-3&2,-4&1,0.5%&1.8%,-2,0.3&-0.6
CS(=O)(=O)N(CC(=O)N1CCN(c2ccccc2F)CC1)c1ccc2c(c1)OCCO2,12,5,-3,2,-4,-6,0.2%,-5,0.4
COCCNC(=O)CSc1ccc(Cl)cc1,-22,-3,-6,2,-32,6,2.3%,9,-1.4

# Compound activity from PubChem.
